# sdo1 growth: compounds rescuing growth of sdo1-depleted yeast, bone marrow failure model. actives 0.21% (n = 140,000). z-score at 10 µM. S. cerevisiae sdo1-depleted JHY4D growth rescue, OD600 30 h; stronger effect = higher value; pdr5 snq2 efflux-pump mutant strain;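 active means z-score above 3 at both the 24 hr and the 30 hr optical density reads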;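 further: z-score against mean and SD of all compound wells on the same plate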
# INS promoter inh: TRM-6 insulin promoter activity inhibition | TRM-6 cells (human fetal islet line), insulin promoter-eGFP reporter, imaging; reporter expression induced with tamoxifen | AID 1273 | actives 0.9% (n = 130,000) | inhibition, % at 2 µM;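 active means inhibition above the mean plus 3 SD, with well images judged a real hit on visual review, cut at about 60% in these data, passing the limit was not always enough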
# sdo1 growth Rescue 24 h: further read-out of sdo1 growth, marked with its call; z-score; S. cerevisiae sdo1-depleted JHY4D growth rescue, OD600; measured here: growth rescue at 24 h;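 0 is the plate mean of compound wells and units are plate SD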
# * hit, by the source's call; i = inactive; x = not tested or not shown; & = joins results of further samples. Only part of the results is shown (hit frequency here may not be typical).
No.	sdo1 growth	sdo1 growth Rescue 24 h	INS promoter inh	compound
1	0.27	-0.07	-6	CCOC(=O)C1=C(C)NC(=O)NC1c1ccc(Br)o1 (configuration not stated)
2	-0.62	-0.87	25	COc1ccc(-c2cnn(-c3ccccc3)c2N)cc1OC
3	x	x	43	Cc1nn(-c2ccccc2)c2nc(-c3cccs3)cc(C(=O)NN)c12
4	x	x	0	O=C(COC(=O)c1ccc(Br)o1)NC1CCCCC1
5	x	x	0	CCOC(=O)N1CCC(NC(=O)c2ccc(CO)c(C(=O)NC3CCN(C(=O)OCC)CC3)c2)CC1
6	-0.51	-0.48	x	COc1cccc(C(=O)Nc2ccc(NC(C)=O)cc2)c1
7	x	x	-19	COc1ccc(NC(=O)Nc2ccc(F)c(Cl)c2)cc1
8	-0.23	-0.8	3	CCCNC(=O)C1CCN(c2nc(C)cc(C)n2)CC1
9	-0.95	-0.58	55	COc1ccccc1OC(=O)CCN1c2ccccc2Sc2ccccc21
10	-2	-1	23	NC(=O)c1cc(Cc2ccccc2)sc1NC(=O)c1ccco1
11	-0.47	-0.54	36	COc1ccc(-n2ncc(N(C)n3cccc3)c(Cl)c2=O)cc1
12	-0.8	-0.66	8	Cc1ccc(-c2nnc(SCC#CCOC(=O)c3cccs3)o2)cc1
13	0.88	0.92	-3	CNC(=O)/C(C#N)=C\c1ccc(CNS(=O)(=O)c2ccccc2)o1
14	x	x	13	Nc1cc(-c2ccc(Br)cc2)nc2cc(-c3ccccc3)nn12
15	-0.31	-0.71	x	O=C(c1oc(=O)c2ccccc2c1-c1ccccc1)N1CCN(C2CCCCC2)CC1
16	-1.4	-1.1	-34	O=S(=O)(NC1CCCCC1Oc1ccccc1)c1ccc(Cl)cc1 (configuration not stated)
17	-0.15	0.27	16	Cc1cc(C)c(-c2cc(NC(=O)CSc3n[nH]c(N)n3)n(-c3ccccc3)n2)cc1C
18	0.96	0.31	3	COc1ccccc1C(=O)NCCCN1CCCC1=O
19	1	0.55	x	CCCCN1C(=O)C(NC(=O)C2CC2)(C(F)(F)F)C2=C1CC(C)(C)CC2=O (configuration not stated)
20	x	x	-44	N#Cc1ccc(C(=O)OCC(=O)Nc2ccc(N3CCOCC3)cc2)cc1
21	-0.25	-0.41	11	O=c1[nH]c(CSc2nc3ccccc3[nH]2)nc2c1cnn2-c1ccccc1
22	-0.84	0.23	x	COC(=O)/C(=C\Nc1ccc(OC)cc1)NC(=O)c1ccc(Cl)cc1Cl
23	1.1	0.51	-27	NC(=O)c1cccnc1
24	-1.1	-1.4	23	NC(=O)c1ccccc1NC(=O)/C=C/c1cccc(Cl)c1
25	x	x	21	O=C1CSC(c2ccccc2)N1Nc1nc(N2CCOCC2)nc(N2CCOCC2)n1 (configuration not stated)
26	-0.48	-1.1	x	Cc1ccc(NC(=O)C2CCCN(c3ncccn3)C2)cc1F (configuration not stated)
27	0.35&0.81	-0.28&-0.22	-8	CC1CCN(CCc2nc3cc(NC(=O)NC4CCCCC4)ccc3n2C)CC1
28	x	x	-85	O=C(NC1CCCCC1)C(c1ccncc1)N(C(=O)Cc1cccs1)c1ccccc1 (configuration not stated)
29	x	x	6	N#CC(Sc1ccccn1)c1ccc(Cl)cc1 (configuration not stated)
30	-0.79	-0.56	-42	CCCCCCSC1=C(C#N)C(c2ccc(O)cc2)CC(=O)N1 (configuration not stated)
31	-0.34	-0.79	18	O=C(c1ccc(-n2cnnn2)cc1)N1CCOCC1
32	x	x	7	Cc1cc(NC(=O)COC(=O)CNS(=O)(=O)c2ccc(C)c(C)c2)no1
33	0.13	0.8	-38	Cn1c(Cc2cccs2)n[nH]c1=S
34	1.6	1.1	0	Cn1c(=O)c2c(-c3ccccc3)n(Cc3cccnc3)cc2n(C)c1=O
35	0.42	0.48	x	Cc1onc(-c2c(Cl)cccc2Cl)c1C(N)=O
36	-1.7	-1.3	-31	Cc1ccc(C(=O)Cn2cnc3ccccc3c2=O)cc1C
37	0.3	0.17	62	Cc1cc(C)nc(SCCS(=O)Cc2ccc(Cl)cc2)n1 (configuration not stated)
38	-2	-1.3	-19	Cc1cc(Br)ccc1NC(=O)CN1C(=O)C2C3CC(c4ccccc4)C(C3)C2C1=O (configuration not stated)
39	1.6	1.2	3	CC(C)=C1SC(N2CCCCC2)=NC1=O
40	0.37	-0.19	x	O=c1c2ccccc2[nH]c(=S)n1-c1cccc(S(=O)(=O)N2CCCC2)c1
41	0.69	-0.22	x	CN1CCC(=NNC(=O)c2ccco2)CC1
42	x	x	-50	Cn1c(C(=O)NCCOc2ccccc2Cl)cc(=O)n(C)c1=O
43	-0.9	0.05	-19	COc1ccc(N(C(=O)c2cccnc2)S(=O)(=O)c2ccc3c4c(cccc24)C(=O)N3C)cc1
44	0.13	-1.1	x	O=C(Nc1ccccc1C(=O)N1CCOCC1)c1ccco1
45	0.36	0.6	18	COc1ccc(CN(CC2CCCO2)S(=O)(=O)c2ccc(C(=O)O)cc2)cc1OC (configuration not stated)
46	-0.04	-0.82	-31	CC(NC(=O)Cn1c(=O)[nH]c2ccsc2c1=O)C12CC3CC(CC(C3)C1)C2 (configuration not stated)
47	-0.64	-0.73	x	O=c1cc(O)nc(SCc2ccc(Cl)cc2)[nH]1
48	-0.87	-1	x	Cn1c(=O)c2c(nc(NCCc3ccccc3)n2Cc2ccc(F)cc2)n(C)c1=O
49	-0.42	0.74	14	O=Cc1ccc(Oc2cc(-c3ccccc3)nc(-c3ccccc3)n2)cc1
50	-0.05	-0.05	50	CS(=O)(=O)N(CC(=O)NCc1ccncc1)Cc1ccc(Cl)cc1
51	x	x	42	O=C(Nc1ccc(-c2ccc3nncn3n2)cc1)C1CCCC1
52	-2.1	-0.71	10	O=C(NCCCn1ccnc1)c1cc2nc(-c3ccc(Br)cc3)cc(C(F)(F)F)n2n1
53	-0.03	0.57	68	O=C(CN(c1ccc(F)cc1)S(=O)(=O)c1ccc2c(c1)OCCO2)Nc1ccc2c(c1)OCO2
54	0.25	-0.55	x	CCOC(=O)N/N=C/c1c(C)nn(-c2ccccc2Cl)c1Cl
55	0.21	0.05	-32	CC(C)C(=O)NC(=S)N(Cc1ccccc1)Cc1ccccc1
56	1.7	1.8	17	CC1=C(C(=O)Nc2ccccc2)C2(CCCCC2)C(C#N)=C(S)N1
57	x	x	56	C=CCn1c(=S)[nH]c2scc(-c3cccs3)c2c1=O
58	0.65	0.18	-71	CC(C)c1cccc(C(C)C)c1OCCCCN1CCCC1
59	1.9	1.2	19	C=CCNC(=O)NC(=O)COC(=O)CC(NC(N)=O)c1ccc(Cl)cc1 (configuration not stated)
60	5.4*	11*	-16	O=c1oc2ccccc2c2nccnc12

# The list goes on:
No.	sdo1 growth	sdo1 growth Rescue 24 h	INS promoter inh	compound
61	x	x	14	COc1ccc(-c2ccc(SCc3ccccn3)nn2)cc1OC
62	0.12	-0.07	x	CCOc1ccccc1NC(=O)N1CCCC1C(=O)Nc1ccc(NC(C)=O)cc1 (configuration not stated)
63	0.05	2.6	-3	COc1ccc(NS(=O)(=O)c2ccc(NC(=O)c3cnn4c(C(F)F)cc(-c5ccc(C)cc5)nc34)cc2)cc1
64	1.9	2.1	35	CC(C)(C)C(=O)CN1C(=O)C2(OCCO2)c2ccccc21
65	-0.92	-0.78	x	O=C(Cn1ncc2c1-c1ccccc1OC2)Nc1nc2ccccc2s1
66	0.35	1.7	14	CS(=O)(=O)c1ccc2nc(NC(=O)c3cc(-c4ccccc4)nn3-c3ccccc3)sc2c1
67	x	x	33	COc1ccc(OC)c(-c2csc(CCn3nc(C)cc3C)n2)c1
68	-0.48&-1.7	-0.05&-1.2	32	C1=C(c2ccccc2)Nc2nnnn2C1c1cccs1 (configuration not stated)
69	1	1.5	-41	Cc1cc(N2CCCCC2)nc(N)n1
70	0.39	-0.78	7	Nc1ccc(C(=O)OC2CCOC2=O)cc1[N+](=O)[O-] (configuration not stated)
71	0.9	0.47	-131	CCn1cnc2cc(NC(=O)c3ccco3)ccc21
72	-0.73	-1.8	-23	CC12CC3CC(C)(C1)CC(C(=O)NC(=S)N1CCOCC1)(C3)C2
73	-0.51	-0.21	x	c1ccc(-c2nnn(C34CC5CC(CC(C5)C3)C4)n2)cc1
74	x	x	9	COc1cccc(CN(C)CC(=O)Nc2sc3c(c2C#N)CCC3)c1OC
75	-0.33	-0.67	-34	CC(=O)C1=C(O)C(=O)N(CCC(=O)O)C1c1ccc(Cl)cc1Cl (configuration not stated)
76	-1.4	-1.2	56	C/C=C/c1ccc(Oc2nnnn2-c2ccc(C(N)=O)cc2)c(OC)c1
77	1.4	1.3	x	CCn1cc(C(=O)Nc2cccc(NC(C)=O)c2)c2cc(OC)c(OC)cc2c1=O
78	x	x	-25	Cc1ccc(C(=O)NC(=S)Nc2ccc(N3CCOCC3)cc2)c(C)c1
79	0.71	0.75	50	O=C(CCN1C(=O)c2ccncc2C1=O)NCc1ccc(Cl)cc1
80	x	x	7	CC(Sc1nnc2ccccn12)C(=O)NCc1ccc2c(c1)OCO2 (configuration not stated)
81	0.87	0.41	36	CC1CCC(NC(=O)c2ccc(CS(=O)(=O)Cc3ccccc3F)o2)CC1 (configuration not stated)
82	0.24	0.08	-39	Cc1cccc(Oc2cc(NC(=O)Cn3cnc([N+](=O)[O-])n3)cc([N+](=O)[O-])c2)c1
83	-0.22	-0.02	x	Cc1ccsc1C=Nc1ccc(O)cc1
84	-0.21	0.59	-30	O=C(CSc1nc2ccccc2s1)NCc1ccc2c(c1)OCO2
85	x	x	-18	COc1ccc(NC(=S)NC(=O)c2ccc(Br)o2)cc1
86	-0.25	-1.1	5	O=C(c1ccc(C#CC2(O)CCCCC2)cc1)N1CCN(Cc2ccccc2)CC1
87	-0.6	-0.29	x	CCC(=O)c1ccc(O)c(CC=C(C)C)c1
88	0.41	-0.57	51	CCCC1CCC(=C(C#N)C(N)=O)CC1 (configuration not stated)
89	-2	-1.3	7	OC(CN1CCN(c2ccccn2)CC1)Cn1c2ccccc2c2ccccc21 (configuration not stated)
90	-1.8	-1.6	x	Cc1ccccc1-c1nc(CN2CCC(C(=O)NCCC3=CCCCC3)CC2)c(C)o1
91	x	x	7	Cc1cc(NC(=O)CSCc2ccccc2C)no1
92	x	x	57	COc1ccc(C(=O)NNc2cc(C)nc(NNC(=O)c3ccc(OC)cc3)n2)cc1
93	1.1	0.91	67	O=C1C=C(Nc2cccc(O)c2)CC(c2ccco2)C1 (configuration not stated)
94	-1.1	-0.52	10	N/C(=N\OC(=O)CCCc1ccccc1)c1cccnc1
95	x	x	i	COCC(=O)OCC(=O)Nc1cc([N+](=O)[O-])ccc1Cl
96	-0.03	-0.43	38	CCCn1cnc2sc(CC)cc2c1=O
97	1.3	1.6	0	Cc1c(N=C/C=C/c2ccccc2)c(=O)n(-c2ccccc2)n1C
98	-0.38	-0.86	47	COc1ccc(C2CC(c3ccc(C)o3)=NN2C(C)=O)cc1 (configuration not stated)
99	0.38	0.65	-17	O=C(CC(=O)Nc1cccc(Cl)c1)N/N=C\c1ccccc1
100	0.41	0.17	x	Cc1oc(-c2ccccc2F)nc1CS(=O)(=O)CC(=O)NCc1ccco1
101	0.55	2.1	-11	CCN(CC)S(=O)(=O)c1ccc2oc(SCc3ccc(F)cc3)nc2c1
102	-0.25	-0.91	x	Cc1cc(C(=O)NCc2ccc3c(c2)OCO3)n(-c2ccccc2)n1
103	2.2	0.93	-10	O=C(CNS(=O)(=O)c1ccccc1)OCc1cccc([N+](=O)[O-])c1
104	-0.4	-0.75	25	CCN(CC)c1ccc(/C=N/NC(=O)c2cccc(S(=O)(=O)N3CCOCC3)c2)cc1
105	-0.19	0.02	x	Cc1ccc(OCC(=O)N2N=C(c3cccnc3)CC2(O)C(F)(F)F)cc1C (configuration not stated)
106	-0.81	-0.59	13	O=C(Nc1ccc(F)cc1)C1C(c2ccccc2)C1(Cl)Cl (configuration not stated)
107	x	x	33	Cc1ccc(-c2n[nH]c(=O)c3ccccc23)cc1S(=O)(=O)NC(C)(C)C
108	0.63	0.9	3	O=C(NN1C(=O)c2ccccc2NC1c1ccccn1)c1ccc([N+](=O)[O-])cc1 (configuration not stated)
